Vc quorum ag – inducers of Vibrio cholerae quorum light production without autoinducers, primary screen, BH1578 luxS cqsA deficient, single point | activation, % at 18.7 µM | V. cholerae BH1578 lux reporter, luminescence, 6 h | hit rate 0.16% among 350,000; in the data active means activation mostly above about 9.7%, no sharp cut-off; further: not every result past the cut was called active; inactives centre near 0; reference of the scale not given here
CCHFV vOTU inh – CCHFV vOTU protease inhibitors, primary screen, biochemical, Pep-AMC substrate, fluorescence; inhibition, % at 11.5 µM; Crimean-Congo hemorrhagic fever virus L polyprotein viral ovarian tumor (vOTU) protease …; AID 651958, 2012; hit rate 0.55% among 370,000; in the data active means inhibition above about 30%; further: 0% = vehicle wells with enzyme and 100% = no enzyme wells
3CLpro inhibitor – SARS-CoV 3CLpro protease inhibitors, primary screen, biochemical, quenched FRET; hit rate 0.14% among 290,000; inhibition, % at 6 µM; recombinant SARS-CoV 3CLpro, quenched FRET peptide cleavage; in the data active means inhibition above about 12%
VHR inh abs – VHR1 phosphatase inhibitors, primary screen, biochemical, absorbance, uHTS | hit rate 0.52% among 290,000 | recombinant VHR phosphatase, pNPP absorbance | inhibition, % at 13.3 µM | Dual specificity protein phosphatase 3 (Homo sapiens), P51452; in the data active means inhibition above about 50%; further: some compounds called inactive have numbers as strong as hits
SSB-PriA inh – inhibitors of Klebsiella pneumoniae PriA binding to SSB C-terminal tail, primary screen, biochemical, AlphaScreen. PriA–SSB C-terminal tail interaction (Klebsiella pneumoniae). AlphaScreen SSBct-PriA binding, biotinylated peptide. inhibition, % at 33 µM. hit rate 0.6% among 430,000; in the data active means inhibition mostly above about 37%, no sharp cut-off; inactive means mostly below about 20%;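 further: plate controls were negative control peptide for no effect and reference peptide for full effect; strong numbers were not always called active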
Yp Topo-I inh – Yersinia pestis topoisomerase I inhibitors, primary screen, biochemical, cleavage product accumulation, plate reader, single point | DNA topoisomerase I (Yersinia pestis CO92) | Y. pestis Topo-I cleavage product accumulation | activity, % at 10 µM | hit rate 0.064% among 360,000; in the data active means activity above about 50%, passing the limit was not always enough; further: inactives centre near 2
BoNT-A LC inh2 – BoNT/A light chain protease inhibitors, primary screen, biochemical, flow cytometry, MLPCN library. inhibition, % at 10 µM. hit rate 0.17% among 360,000. Botulinum neurotoxin type A light chain protease (Clostridium botulinum A str. ATCC 3502). multiplex microsphere protease substrate cleavage; further: plate controls were buffer without enzyme for full effect and enzyme alone for no effect
TcdB inh – TcdB glycohydrolase inhibitors, primary screen, biochemical, single point, plate reader; TcdB glycohydrolase enzymatic assay; inhibition, % at 9.99 µM; Toxin B (Clostridioides difficile), P18177; hit rate 0.24% among 350,000; in the data active means inhibition above about 10%
Target sequence (P18177 whole entry, looked up): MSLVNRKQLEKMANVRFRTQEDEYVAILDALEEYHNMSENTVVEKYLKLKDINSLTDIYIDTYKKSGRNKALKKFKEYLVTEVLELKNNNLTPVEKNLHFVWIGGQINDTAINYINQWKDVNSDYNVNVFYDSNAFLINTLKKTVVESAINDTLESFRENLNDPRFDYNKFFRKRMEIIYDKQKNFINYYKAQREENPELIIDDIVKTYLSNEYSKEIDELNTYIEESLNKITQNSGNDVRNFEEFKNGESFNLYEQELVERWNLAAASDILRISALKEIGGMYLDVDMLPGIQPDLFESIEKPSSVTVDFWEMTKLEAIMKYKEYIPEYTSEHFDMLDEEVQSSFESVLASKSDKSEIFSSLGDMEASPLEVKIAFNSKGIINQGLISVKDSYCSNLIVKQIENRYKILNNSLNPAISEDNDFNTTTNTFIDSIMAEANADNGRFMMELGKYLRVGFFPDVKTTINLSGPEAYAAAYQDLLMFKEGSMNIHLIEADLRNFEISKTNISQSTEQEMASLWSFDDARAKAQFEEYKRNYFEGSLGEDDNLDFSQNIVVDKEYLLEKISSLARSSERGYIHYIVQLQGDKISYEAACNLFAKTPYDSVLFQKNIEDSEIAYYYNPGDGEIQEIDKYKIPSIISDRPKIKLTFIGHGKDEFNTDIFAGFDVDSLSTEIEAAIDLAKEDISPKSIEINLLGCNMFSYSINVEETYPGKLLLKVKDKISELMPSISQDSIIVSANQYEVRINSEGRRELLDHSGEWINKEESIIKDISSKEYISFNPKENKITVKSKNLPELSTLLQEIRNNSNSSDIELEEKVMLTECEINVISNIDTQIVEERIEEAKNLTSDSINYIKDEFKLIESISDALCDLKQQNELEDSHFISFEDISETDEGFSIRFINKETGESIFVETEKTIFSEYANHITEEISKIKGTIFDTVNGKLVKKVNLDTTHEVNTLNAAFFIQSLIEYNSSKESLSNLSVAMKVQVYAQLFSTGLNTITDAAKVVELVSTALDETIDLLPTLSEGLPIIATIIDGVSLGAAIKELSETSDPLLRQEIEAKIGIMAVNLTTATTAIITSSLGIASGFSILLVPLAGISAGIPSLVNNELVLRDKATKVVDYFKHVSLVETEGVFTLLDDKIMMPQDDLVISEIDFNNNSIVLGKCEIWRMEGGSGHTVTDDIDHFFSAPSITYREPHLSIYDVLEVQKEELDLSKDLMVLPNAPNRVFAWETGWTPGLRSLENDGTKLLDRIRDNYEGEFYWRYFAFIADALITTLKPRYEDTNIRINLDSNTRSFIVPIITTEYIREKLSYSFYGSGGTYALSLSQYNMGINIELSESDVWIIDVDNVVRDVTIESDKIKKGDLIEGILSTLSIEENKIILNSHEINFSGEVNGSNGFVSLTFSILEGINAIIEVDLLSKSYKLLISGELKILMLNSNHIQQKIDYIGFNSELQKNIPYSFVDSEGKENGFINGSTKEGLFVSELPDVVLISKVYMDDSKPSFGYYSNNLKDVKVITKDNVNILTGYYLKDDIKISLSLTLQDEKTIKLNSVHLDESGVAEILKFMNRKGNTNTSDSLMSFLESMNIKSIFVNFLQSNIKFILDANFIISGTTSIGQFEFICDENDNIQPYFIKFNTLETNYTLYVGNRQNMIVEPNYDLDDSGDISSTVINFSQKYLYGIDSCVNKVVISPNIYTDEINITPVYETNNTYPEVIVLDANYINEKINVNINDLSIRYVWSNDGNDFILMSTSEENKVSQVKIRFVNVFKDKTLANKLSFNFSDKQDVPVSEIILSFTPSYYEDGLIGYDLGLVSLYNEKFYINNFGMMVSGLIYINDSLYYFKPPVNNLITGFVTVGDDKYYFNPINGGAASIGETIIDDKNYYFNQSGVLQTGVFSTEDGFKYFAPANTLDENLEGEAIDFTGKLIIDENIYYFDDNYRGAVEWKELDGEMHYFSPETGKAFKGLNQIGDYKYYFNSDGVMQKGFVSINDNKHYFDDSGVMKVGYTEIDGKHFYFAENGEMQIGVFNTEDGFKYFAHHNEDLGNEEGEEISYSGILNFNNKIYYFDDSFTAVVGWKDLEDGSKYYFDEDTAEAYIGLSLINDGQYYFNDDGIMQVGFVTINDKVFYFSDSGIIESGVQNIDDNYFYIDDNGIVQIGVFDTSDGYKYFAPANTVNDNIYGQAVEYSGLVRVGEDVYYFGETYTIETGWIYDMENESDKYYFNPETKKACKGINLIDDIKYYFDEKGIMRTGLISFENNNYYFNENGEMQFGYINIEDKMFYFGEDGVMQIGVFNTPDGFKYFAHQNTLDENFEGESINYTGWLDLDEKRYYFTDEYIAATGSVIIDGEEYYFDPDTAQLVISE
Anthrax LF inh2 – Bacillus anthracis LF protease inhibitors, primary screen, biochemical, multiplex microsphere, MLPCN library; Lethal factor (Bacillus anthracis), P15917; multiplex microsphere protease cleavage assay; inhibition, % at 10 µM; hit rate 0.12% among 360,000; AID 588501, 2011; further: plate controls were buffer without enzyme for full effect and enzyme alone for no effect
PfHsp40 rescue – rescue of yeast from PfHsp40 toxicity, primary screen, S. cerevisiae, ATP luminescence; AID 504582, 2011; growth rescue, % at 12.5 µM; hit rate 0.68% among 340,000; S. cerevisiae expressing PfHsp40, growth rescue; in the data active means growth rescue above about 28%, passing the limit was not always enough;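 further: yeast W303a lacking pdr1 and pdr3 grown in galactose medium; growth measured after three days at 30 °C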
Starred values were filed as active, the others as inactive; i = inactive; . = no result given; & = joins results of further samples. Unless noted, no stated cut-off is given here; in the data, active means inhibition above about 30%; inconclusive means no clear call, values can overlap the other calls; inactive means below that.

SMILES | Vc quorum ag | CCHFV vOTU inh | 3CLpro inhibitor | VHR inh abs | SSB-PriA inh | Yp Topo-I inh | BoNT-A LC inh2 | TcdB inh | Anthrax LF inh2 | PfHsp40 rescue
S=C(NCc1ccccc1)N1CCn2cccc2C1c1cccnc1 (stereo not drawn) | -0.5 | -15.4 | 5.1 | 7.8 | -1.0 | -8.1 | -0.7 | 1.2 | 4.1 | 0.3
NC(=O)c1cc(N2C(=O)C=CC2=O)ccc1Cl | -1.4 | . | 2.5 | 16.6 | 5.6 | 0.6 | 0.1 | . | -1.8 | 1.0
C=CCNC(=S)NNC(=O)c1cc(-c2cccnc2)nc2ccccc12 | . | -0.7 | 0.3 | 27.2 | -0.5 | -2.2 | -1.9 | -0.3 | 1.0 | 2.6
O=C(CN1CCC(O)(c2ccc(F)cc2)CC1)NCc1ccc(F)cc1 | i | -2.3 | -0.5 | 0.0 | -6.2 | -8.8 | 1.3 | . | 4.3 | -0.4
Cc1cc2c(cc1C)N(CC(=O)N1CCCC1)C(=O)CC(c1ccccc1)=N2 | -6.2 | -9.8 | -1.6 | 34.7 | -7.7 | 0.5 | 0.2 | . | 2.9 | 0.3
Oc1ccc(Cl)cc1C1=NNC(c2cccs2)C1 (stereo not drawn) | -0.8 | -12.8 | -2.5 | 1.2 | -5.4 | -3.2 | -0.5 | 0.6 | -0.5 | -0.2
COc1ccc(CNC(=S)NCc2ccc(OC)cc2)cc1 | -0.6 | 0.0 | 0.3 | 28.8 | -3.2 | -4.1 | -0.9 | 1.1 | -6.6 | -2.1
CN1CCCC(C)(C(=O)Nc2ccc3scnc3c2)C1 (stereo not drawn) | -0.2 | -7.0 | . | . | . | -2.1 | 0.1 | 0.7 | -3.7 | .
CSc1sc(-c2ccnc(SCC(=O)C(C)(C)C)n2)c2c1C(=O)CC(C)(C)C2 | i | -0.2 | 1.8 | 4.4 | -2.0 | 3.2 | . | 1.3 | . | -1.3
CCOC(=O)C1=C(O)/C(=C\c2ccc(CNS(=O)(=O)c3ccc(Br)cc3)o2)N=C1C | -0.3 | 2.9 | 3.9 | 7.4 | 29.5 | 3.7 | 5.9 | . | 0.4 | 0.3
CCOC(=O)C1=C(Cn2cnc3ccccc32)NC(=O)NC1c1ccc(Cl)cc1 (stereo not drawn) | i | 2.2 | 1.6 | 18.6 | 5.4 | 29.8 | -0.1 | 0.8 | -0.9 | 0.2
O=C(Nc1nnc(-c2ccccc2)o1)c1cccc(S(=O)(=O)N2CCOCC2)c1 | i | -3.8 | . | . | -4.3 | 0.0 | -0.5 | -0.8 | -2.3 | -1.0

Part of the list above in order of count of non-hydrogen atoms, ascending.
SMILES | Vc quorum ag | CCHFV vOTU inh | 3CLpro inhibitor | VHR inh abs | SSB-PriA inh | Yp Topo-I inh | BoNT-A LC inh2 | TcdB inh | Anthrax LF inh2 | PfHsp40 rescue
NC(=O)c1cc(N2C(=O)C=CC2=O)ccc1Cl | -1.4 | . | 2.5 | 16.6 | 5.6 | 0.6 | 0.1 | . | -1.8 | 1.0
Oc1ccc(Cl)cc1C1=NNC(c2cccs2)C1 (stereo not drawn) | -0.8 | -12.8 | -2.5 | 1.2 | -5.4 | -3.2 | -0.5 | 0.6 | -0.5 | -0.2
CN1CCCC(C)(C(=O)Nc2ccc3scnc3c2)C1 (stereo not drawn) | -0.2 | -7.0 | . | . | . | -2.1 | 0.1 | 0.7 | -3.7 | .
COc1ccc(CNC(=S)NCc2ccc(OC)cc2)cc1 | -0.6 | 0.0 | 0.3 | 28.8 | -3.2 | -4.1 | -0.9 | 1.1 | -6.6 | -2.1
S=C(NCc1ccccc1)N1CCn2cccc2C1c1cccnc1 (stereo not drawn) | -0.5 | -15.4 | 5.1 | 7.8 | -1.0 | -8.1 | -0.7 | 1.2 | 4.1 | 0.3
C=CCNC(=S)NNC(=O)c1cc(-c2cccnc2)nc2ccccc12 | . | -0.7 | 0.3 | 27.2 | -0.5 | -2.2 | -1.9 | -0.3 | 1.0 | 2.6
Cc1cc2c(cc1C)N(CC(=O)N1CCCC1)C(=O)CC(c1ccccc1)=N2 | -6.2 | -9.8 | -1.6 | 34.7 | -7.7 | 0.5 | 0.2 | . | 2.9 | 0.3
CCOC(=O)C1=C(Cn2cnc3ccccc32)NC(=O)NC1c1ccc(Cl)cc1 (stereo not drawn) | i | 2.2 | 1.6 | 18.6 | 5.4 | 29.8 | -0.1 | 0.8 | -0.9 | 0.2
CCOC(=O)C1=C(O)/C(=C\c2ccc(CNS(=O)(=O)c3ccc(Br)cc3)o2)N=C1C | -0.3 | 2.9 | 3.9 | 7.4 | 29.5 | 3.7 | 5.9 | . | 0.4 | 0.3

More structures follow:
SMILES | Vc quorum ag | CCHFV vOTU inh | 3CLpro inhibitor | VHR inh abs | SSB-PriA inh | Yp Topo-I inh | BoNT-A LC inh2 | TcdB inh | Anthrax LF inh2 | PfHsp40 rescue
CC(=O)Nc1ccc(C(=O)NC2CCCC2)cc1 | i | 0.8 | -8.3 | 18.2 | -14.4 | -9.6 | 1.0 | 1.2 | -1.2 | -1.1
CCN(CC)C(=O)Cc1c(OC)ccc2cc(Br)ccc12 | i | -3.7 | 5.7 | -14.9 | -19.1 | 16.2 | -0.6 | 0.5 | -0.5 | -1.2
N/C(=N\[N+](=O)[O-])N1CCN(C(=O)OC2CCCC2)CC1 | -0.6 | -3.1 | -2.4 | -1.2 | . | 3.2 | 1.4 | 1.0 | -4.4 | -1.0
CCn1nnc(-c2ccccc2NS(=O)(=O)c2ccc(S(=O)(=O)N(C)C3CCCCC3)cc2)n1 | -0.3 | 6.0 | 2.4 | 27.3 | -11.9 | 9.8 | 0.3 | . | -6.0 | 0.7
CCCCNc1c(-c2cccc(-c3cc(C(C)=O)cs3)c2)nc2ccc(C)cn12 | i | 23.0 | . | . | 25.1 | 23.7 | -1.2 | -4.1 | -12.0 | 10.3
Cc1ccccc1CS(=O)(=O)Cc1ccc(C(=O)NCCCN2CC(C)CC(C)C2)o1 (stereo not drawn) | i | -0.7 | -2.7 | 24.9 | 1.2 | -10.3 | -1.4 | -2.4 | 4.5 | 0.4
CN1CCN(CC(=O)O)CC1 | -0.4 | -6.7 | 1.1 | 24.9 | -21.2&-9.0 | -7.8 | -0.4 | . | -2.4 | -0.1
CC1CC(C)(C)N(C(=O)CSc2ccc(-c3ccc(F)cc3)nn2)c2ccccc21 (stereo not drawn) | 1.8 | -17.4 | 0.5 | 12.3 | -7.6 | 10.0 | 0.8 | 1.8 | -3.0 | 5.8
COc1cccc(/C=C/C(=O)OCC(=O)NCC2CCCCC2)c1OC | i | -7.7 | . | . | -12.1 | -4.4 | -2.2 | 0.4 | -2.4 | 1.1
Cn1c(-c2ccccc2)c(CCO)c2ccccc21 | -0.4 | -38.1 | -1.1 | -4.6 | -16.0 | 1.5 | 0.6 | . | 4.9 | -0.1
C/C=C/c1ccccc1OCc1ccc(C(=O)OC)o1 | i | 16.2 | 1.8 | 35.8 | -54.4 | 12.1 | 0.0 | . | -3.1 | 1.0
COc1ccc(N2CCN(CC(=O)NC(=O)NCc3ccccc3)CC2)cc1 | -0.8 | -15.3 | . | . | -8.9 | 2.8 | 0.0 | -0.4 | -5.4 | 0.0
Cc1ccc(/C(N)=N/OC(=O)c2ccc3ccccc3c2)cc1 | -0.6 | -10.7 | -1.2 | 18.1 | . | -1.4 | 0.9 | 0.4 | 1.6 | -1.9
COC(=O)CCc1sc(Nc2ccccc2)nc1-c1ccc(OC)cc1 | -1.6 | -4.4 | 7.2 | 4.7 | -32.3 | -5.6 | -0.2 | . | -1.7 | -1.2
c1coc(-c2nc3nc4ccccc4n3nc2-c2ccco2)c1 | -3.4 | 15.4 | -4.9 | -3.4 | 9.7 | -4.5 | 1.9 | . | -3.7 | -1.8

An excerpt; rates above refer to the full screens.
